From PubChem BioAssay
M17LAP inhibition – P. falciparum M17LAP inhibitors, primary screen, biochemical, fluorogenic H-Leu-NHMec substrate, 1536-well (AID 1619) | recombinant M17LAP, H-Leu-NHMec fluorogenic kinetic assay; higher % means a stronger effect | inhibition, % at 30 µM; hits with a dose series show IC50 in µM | 220,000 compounds, 0.38% hits;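 active means compound inhibiting the enzyme by more than half at any dose during confirmatory dose-response retesting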;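 further: plate controls were full reaction with DMSO carrier for no effect and no enzyme background for full effect; strong numbers were not always called active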
Dynein cargo inh – blocks dynein driven cargo transport along microtubules; 3617.4 mouse cells, GR-EGFP nuclear translocation imaging; test concentration mostly 20 µM; stimulated with dexamethasone, 1 µM; stronger effect = lower value; z-score, hits read low; 220,000 compounds, 0.47% hits;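 active means plate z-score of nuclear minus cytoplasmic receptor signal below a set negative limit, without overly bright fluorescence or cell loss, cut at about -3.5 in these data, passing the limit was not always enough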;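 further: z-score of nuclear minus cytoplasmic ring GR-EGFP intensity difference per well; some compounds called inactive have numbers as strong as hits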
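Also added – dexamethasone, 1.0 µM final · Buffer or medium – tet-free, stripped-serum medium · Schedule – induction 48 h, compound 1 h, agonist 30 min · Detection – formaldehyde fixation, Hoechst nuclear stain, 10x automated fluorescence imaging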
Insulin prom up – MIN6 insulin promoter up-regulation; MIN6 insulin promoter-GFP reporter, high-content imaging; stronger effect = higher value; 190,000 compounds, 0.3% hits; z-score at 5 µM; AID 1625;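 active means z-score above 3 at 5 µM with at least 500 cells counted in the well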
Autophagy HCS – modulators of autophagy. MEF GFP-LC3 puncta imaging; test concentration mostly 10 µM. calls only at 10 µM (by protocol). 190,000 compounds, 0.98% hits;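 active means percentage of spot-positive cells more than 3 SD above its plate mean, without a fluorescence outlier flag or 80% toxicity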;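 further: spot-positive cell cutoff set from DMSO-treated cells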
MT stabilize HCS – microtubule stabilizers in HeLa cells | HeLa tubulin immunostaining HCS, 24 h; share of cells brighter than vehicle mean+2SD | % tubulin-high responders, % at 10 µM | 200,000 compounds, 0.83% hits | AID 2205;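 active means plate Z-score above 3 for both tubulin-high and condensed-nucleus cell shares, with cell loss under 80%, at 10 µM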;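 further: anti alpha tubulin signal scored within the nucleus-defined area of each cell; some results filed as inactive read as strong as hits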
ER stress rescue – protection against thapsigargin-triggered cell killing – 384-well, CSM14.1, ATP luminescence, primary screen (AID 1222). cellular ATP content (survival), % at 20 µM, or EC50 in µM where a hit was titrated. CSM14.1 thapsigargin-induced death rescue, ATP luminescence; higher % means a stronger effect. 190,000 tested, under 10 active;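 active means EC50 below 50 µM in the dose-response confirmation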;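 further: death triggered by thapsigargin at about 15 µM added after 2 h compound pretreatment; cell ATP read after overnight thapsigargin exposure of roughly 18 to 22 hours; normalized against plate controls of thapsigargin alone and 5% DMSO vehicle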
Yfh1-depleted yeast – enhancers of respiration in Yfh1-depleted yeast, dose response, Friedreich's ataxia, plus single-dose screen (AID 1465); fold induction at 50 µM; hits with a dose series show EC50 in µM; S. cerevisiae Yfh1-off respiration, WST-1 reduction, 72 h; higher fold induction means a stronger effect; 220,000 compounds, 0.074% hits;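 active means fold induction of absorbance versus untreated yeast above a set limit, then at least 30% activation at any dose in follow-up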;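 further: activators that raise dye reduction in frataxin-depleted yeast; strong numbers were not always called active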
Hep lipid drop – modulators of hepatic lipid droplet formation; inhibition, % at 6.5 µM; AML12 mouse hepatocytes, oleate lipid droplets, BODIPY imaging; 240,000 compounds, 0.4% hits;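 active means lipid droplet intensity inhibited by at least 50%, with more than 500 cells counted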
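Assay system: AML12 mouse liver cells | Compound dosing: One dose, 6.5 µM compound | Read-out basis: Droplet intensity reduction, % inhibition | Measured by: Fluorescence imaging, 20x objective, two fields per well | Schedule: Overnight treatment with compound plus oleate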
P. falciparum M1AAP – P. falciparum M1AAP inhibitors, biochemical, fluorogenic H-Leu-NHMec substrate, 1536-well (AID 1445). recombinant M1AAP, H-Leu-NHMec fluorogenic kinetic assay; higher % means a stronger effect. inhibition, % at 30 µM, or IC50 in µM where a hit was titrated. 220,000 compounds, 0.42% hits;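 active means primary inhibition above the hit cutoff, then over 50% inhibition at one or more dose response concentrations, cut at about 23% in these data, passing the limit was not always enough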;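 further: plate controls were DMSO full reaction for no effect and no enzyme background for full effect; strong numbers were not always called active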
Dynein cargo inh cytoplasmic EGFP – further read-out of Dynein cargo inh, marked with its call; z-score; measured here: cytoplasmic GR-EGFP intensity; stronger effect = higher value
Dynein cargo inh nuclear GR-EGFP – recorded beside Dynein cargo inh, whose call it bears; z-score; measured here: nuclear GR-EGFP intensity;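 lower value marks the stronger effect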
Dynein cargo inh cell count – also measured in Dynein cargo inh; calls as there; z-score; measured here: cell count per field
Insulin prom up cell count – recorded beside Insulin prom up, whose call it bears; cell count; measured here: cytotoxicity, nuclei count;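 total cells summed across four imaged fields per well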
Hep lipid drop cells 6.5 µM – further read-out of Hep lipid drop, marked with its call; cell count; measured here: cell count, cytotoxicity flag;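 cells counted across two imaged fields per well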
MT stabilize HCS Hoechst-high % – recorded beside MT stabilize HCS, whose call it bears; % Hoechst-high responders; measured here: nuclear condensation Hoechst responders;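 share of cells brighter than vehicle mean plus two SD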
MT stabilize HCS cytotoxicity % – also measured in MT stabilize HCS; calls as there; toxicity, %; measured here: cytotoxicity by cell density;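 0% = mean cell density of plate MIN control wells and 100% = no cells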
Autophagy HCS cell loss 18 h – also measured in Autophagy HCS; calls as there; toxicity, %; measured here: cell loss, nuclei count;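 cell loss after 18 h compound exposure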
Starred values were filed as active, the others as inactive; i = inactive; / = no result given; + = active, no number. This is a subset, so the mix of outcomes need not match the whole.

SMILES	M17LAP inhibition	Dynein cargo inh	Dynein cargo inh cytoplasmic EGFP	Dynein cargo inh nuclear GR-EGFP	Dynein cargo inh cell count	Insulin prom up	Insulin prom up cell count	Autophagy HCS	Autophagy HCS cell loss 18 h	MT stabilize HCS	MT stabilize HCS Hoechst-high %	MT stabilize HCS cytotoxicity %	ER stress rescue	Yfh1-depleted yeast	Hep lipid drop	Hep lipid drop cells 6.5 µM	P. falciparum M1AAP
COc1ccc(OCC(=O)N2CCN(C/C=C/c3ccccc3)CC2)cc1	-9.5%	-0.188	-0.218	0.165	-0.524	-1.18	1401	i	3.1	3.7	2.3	4.8	-1.5%	i	0.1	711	-3.0%
Cc1ccc(-c2ccc(=O)n(CC(=O)N3CCC4(CC3)OCCO4)n2)cc1	4.1%	0.633	-0.0158	0.382	-0.484	-0.94	1269	i	-24.4	2.7	0.9	14.2	-1.1%	i	-15.0	747	4.4%
CCC(C)n1c(O)c(C=Nc2cccc(C(F)(F)F)c2)c(=O)[nH]c1=S (stereo not drawn)	1.6%	-0.0501	-0.301	-0.37	0.0581	-0.15	1365	i	5.3	3.5	1.8	2.6	1.5%	i	6.9	670	2.0%
CCCCCCC(=O)N/N=C/c1c(O)n(CCc2ccccc2)c(=O)[nH]c1=O	-3.5%	-0.281	-0.228	-0.2	0.488	0.26	1380	/	/	/	/	/	/	i	12.9	715	5.1%
CC(=NCCCN1CCOCC1)c1c(O)[nH]c(=O)[nH]c1=O	0.2%	-0.343	-0.118	-0.226	-0.54	/	/	i	-6.9	4.2	3.0	1.4	-0.4%	i	/	/	-0.1%
CCC(=NCc1ccco1)c1c(O)n(C)c(=O)n(C)c1=O	-5.8%	-0.585	-0.222	-0.324	1.62	-0.73	1119	/	/	/	/	/	/	i	2.6	705	-2.5%
O=c1[nH]c(=O)n(-c2cccc(Cl)c2)c(O)c1C=NCCCN1CCOCC1	-11.0%	-0.909	-0.325	-0.299	0.362	0.96	1238	i	-12.9	4.8	2.7	2.0	-1.4%	i	/	/	5.4%
O=P1(NCc2ccco2)COc2ccccc2OC1	-6.7%	0.00484	-0.149	0.273	-0.725	-0.35	1533	i	21.8	5.0	2.2	6.8	1.8%	i	/	/	6.3%
COc1ccc(-c2csc(NC(=O)COC(=O)Cc3ccccc3)n2)cc1OC	-2.1%	-0.655	-0.298	-0.592	0.693	-0.22	1070	i	1.5	3.3	2.4	7.1	-2.4%	i	-2.5	705	-2.9%
COc1cccc(C(=O)C2CCCN(Cc3ccccn3)C2)c1 (stereo not drawn)	0.2%	-0.582	-0.319	-0.159	1.07	0.8	1391	i	8.6	1.6	2.5	0.1	0.7%	i	-1.6	738	-3.7%
Cc1ccc(NC(=S)NCCc2cnc[nH]2)cc1C	5.2%	-0.379	-0.291	0.157	-0.00933	1.54	1540	i	7.9	2.7	2.8	5.7	-2.1%	i	1.7	733	5.1%
Cc1ccc(-c2nc(N(C)C3CCN(C)CC3)c3ccccc3n2)cc1	-0.2%	3.52	0.143	1.63	-0.639	-0.24	919	i	-2.2	0.8	1.6	21.3	-2.7%	i	27.4	739	3.9%
CC(C)(CN)CC(=O)O	-0.5%	-0.173	-0.254	-0.0993	0.461	0.95	1390	/	/	/	/	/	/	i	1.2	697	7.6%
CCN(CC)c1ccc(N=Cc2c(O)n(CCC3=CCCCC3)c(=O)[nH]c2=O)cc1	15.7%	0.19	5.86	1.25	-0.148	0.87	1009	+	/	7.4	5.4	0.8	-0.4%	i	/	/	12.4%
CC(=O)C1C2c3ccccc3OC1(C)N=c1s/c(=C/c3cn(C)nc3C)c(=O)n12 (stereo not drawn)	22.4%	-0.983	-0.126	-0.105	0.148	-0.58	958	i	-0.5	5.1	2.3	3.2	-1.4%	i	/	/	15.0%
O=C1/C(=C/c2ccncc2)N2CCC1CC2	-3.0%	-1.29	1.14	-0.787	0.614	0.26	1210	i	-1.3	4.1	3.6	5.9	1.6%	i	8.5	759	1.6%
CCC(=NC1CC1)c1c(O)n(C2CCCCC2)c(=O)[nH]c1=O	2.5%	-0.634	-0.182	-0.0476	-0.0648	-0.3	1832	i	-3.1	3.9	2.1	3.8	0.2%	i	18.7	603	2.4%
CC1(C)C(c2ccccc2)=NC(c2cccnc2)=[N+]1[O-]	0.3%	-0.466	-0.178	-0.0161	0.244	0.09	1069	i	16.0	5.3	2.3	9.2	4.0%	i	-26.5	741	-0.1%
CC(C)OP(=O)(Oc1ccc(C(O)C(Cl)(Cl)Cl)cc1)OC(C)C (stereo not drawn)	-1.6%	0.406	-0.294	-0.218	-0.131	-0.11	1063	/	/	/	/	/	/	i	-6.0	639	2.8%
CCOC(=O)c1c(N)n(CCN2CCCCC2)c2nc3ccccc3nc12	i	3.48	-0.222	1.37	-0.911	-0.79	1215	i	1.1	5.3	4.5	5.4	1.6%	i	/	/	7.8%
CCCCn1c(O)c(C(CC)=Nc2cccc(C(=O)O)c2)c(=O)[nH]c1=O	32.5%	-0.82	-0.264	-0.22	0.479	-0.11	1669	i	-2.5	2.9	2.7	5.7	-2.7%	i	25.6	735	8.9%
COc1ccc2ccc(O)c(CN3CC=C(c4ccccc4)CC3)c2c1	4.9%	-0.0605	-0.277	0.247	0.446	1.08	1254	i	14.6	6.3	3.5	6.2	1.8%	i	1.2	656	2.5%
CCOc1ccc(C(=O)OC2CC3CCC(C2)N3C)cc1 (stereo not drawn)	-9.2%	0.0679	-0.386	0.141	0.934	1.61	1450	i	0.8	1.3	0.8	3.1	-1.6%	i	-0.5	723	-11.2%
CC1=NN(c2ccccc2)C(=O)C1/C=C1\C(=O)NC(=O)N(c2cc(C)cc(C)c2)C1=O (stereo not drawn)	23.9%	-0.941	-0.22	-0.307	1.62	/	/	i	-3.7	4.0	2.6	9.5	-1.8%	i	-0.5	809	13.3%
C[C@]12CC[C@@H]3c4ccc(O)c(O)c4CC[C@H]3[C@@H]1CC[C@@H]2O	0.8%	/	/	/	/	0.14	1349	/	/	/	/	/	0.1%	i	2.5	711	-8.5%
COc1ccccc1N1CCN(C(CNC(=O)Oc2ccccc2)c2cccnc2)CC1 (stereo not drawn)	4.9%	-1.28	0.0422	-0.454	-0.0807	0.08	1604	i	-8.7	3.4	2.8	9.4	12.8%	i	/	/	2.1%
C/C(=N\NC(=S)Nc1ccccc1)c1c(O)n(C)c(=O)n(C)c1=O	8.3%	-0.92	-0.3	-0.835	0.939	0.17	1192	+	/	1.0	3.3	1.9	-7.3%	i	-10.0	650	8.9%
CCN(CC)C(=O)c1ccc(N2C(=O)C3CC=C(Cl)CC3C2=O)cc1 (stereo not drawn)	11.9%	1.38	0.336	1.28	-1.28	-0.15	1137	i	-9.2	3.3	3.3	6.9	0.9%	i	/	/	2.8%
O=C(O)CCC(=O)NCCC1=c2ccccc2=N/C1=C\c1c(O)n(Cc2ccc(F)cc2)c(=S)[nH]c1=O	10.2%	-0.107	-0.191	-0.0057	0.174	0.23	1353	/	/	/	/	/	/	i	-15.7	724	11.1%
O=C(Nc1cccc(OC(=O)N2CCOCC2)c1)N1CCOCC1	3.2%	0.352	-0.226	0.145	-0.275	0.34	1278	i	3.4	1.7	2.8	9.1	-2.0%	i	-0.4	727	2.1%
CC(C)N1CCN(c2ccc(O)cc2)CC1	12.8%	-0.0113	-0.209	0.0734	1.2	-0.13	1345	i	-0.8	5.3	2.0	2.8	1.8%	i	-3.7	569	-3.9%
CCN(CC(=O)Nc1ccc(C#N)c(Cl)c1)CC(=O)NC(C)(C)C	-1.7%	-0.398	-0.276	-0.436	0.771	-0.33	1281	i	9.1	0.7	1.4	8.3	-0.9%	i	-10.0	680	3.3%
CN(C)CC#CCOCCOCCC#N	10.3%	2.64	-0.181	0.613	-0.842	0.64	1327	i	6.2	2.7	1.2	0.2	-1.3%	i	/	/	1.1%
CC(C)N(CC#CCC1(O)c2ccccc2-c2ccccc21)C(C)C	-1.2%	0.295	-0.26	0.286	0.143	-0.82	1438	i	-11.3	3.1	3.6	8.4	6.4%	i	-0.5	698	6.7%
CN1CCN(c2ccc(N)c(N3CCN(C)CC3)c2)CC1	12.4%	0.506	0.142	0.623	-0.149	/	/	i	-16.5	1.0	1.2	7.1	-2.0%	i	7.1	832	1.6%
O=C1OC(c2ccc(Br)cc2)=N/C1=C\N1CC2CC(C1)c1cccc(=O)n1C2 (stereo not drawn)	14.6%	0.287	-0.128	0.643	0.156	/	/	/	/	/	/	/	/	i	10.7	699	10.3%
CCOC(=O)C1CCCN(c2ccc([N+](=O)[O-])c3nonc23)C1 (stereo not drawn)	-4.4%	-0.74	0.161	-0.315	1.2	2.65	1243	i	20.4	3.3	2.5	3.2	1.4%	i	-15.4	645	15.5%
CN(C)C(=O)Oc1ccc(Br)cc1C(=O)Nc1ccc(F)c(Cl)c1	-10.0%	-0.218	-0.123	-0.073	0.425	-0.21	1340	/	/	/	/	/	/	i	-16.8	656	1.8%
CCCCSP1(=S)NCCCN1	-3.4%	-0.912	-0.179	-0.117	0.0689	-0.35	802	i	11.4	4.4	1.9	7.4	-0.4%	i	/	/	0.1%
CCOC(=O)C1CCN(C=C2C(=O)N(C)C(=S)N(C)C2=O)CC1	50.1%	-0.0268	-0.28	0.128	-0.365	-0.43	1370	i	6.2	1.6	1.5	3.0	-0.3%	i	-16.9	672	7.3%
